Pol eta inh: DNA polymerase eta (human) inhibition; recombinant Pol eta, fluorescent DNA replication assay; AID 588591; 1.2% of 390,000 active; Potency, µM (series often up to 114 µM), for the others: at the top dose activity change, negative = inhibition, hits mostly inhibitors; Q9Y253; also: % is scaled to controls: 0 for no effect and ±100 for the full control effect
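Pol eta at 10 nM preincubated with compounds 15 min at room temperature; reaction started with fluorescent substrate (50 nM final) and read kinetically at 0 and 10 min.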
Apoferritin bind: binds horse apoferritin like a general anesthetic. apoferritin/1-aminoanthracene competitive binding, fluorescence. Potency, µM (highest dose often 77.5 µM), without a hit: top-dose activity change, negative = displacement, most hits filed as inhibitors. 0.074% of 350,000 active. AID 485281; also: % is scaled to controls: 0 for no effect and ±100 for the full control effect; nearly all actives have a fitted effect of over 20% in size
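In PBS, apoferritin at 10 uM is loaded with 1-AMA from a 50% saturated solution. After 10 min of compound exposure at ambient temperature, reduced 535 nm fluorescence indicates probe displacement.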
Pol beta inh: DNA polymerase beta (human) inhibition; Pol beta primer extension/strand displacement, fluorescence kinetic; Potency, µM (top dose mostly 114 µM), for inactives: at the top dose activity change, negative = inhibition, actives largely listed as inhibitors; 1.3% of 340,000 active; AID 485314; also: % is scaled to controls: 0 for no effect and ±100 for the full control effect
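Reaction started by 50 nM substrate onto compound-treated Pol beta (10 nM, 15 min preincubation, room temperature); plates read at 0 min and 10 min. Normalized concentration-effect data fitted by four-parameter Hill equation.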
POLK inh: DNA polymerase kappa (human) inhibition; Q9UBT6; purified Pol kappa, fluorescent DNA synthesis assay, 10 min; Potency, µM (doses to about 107 µM), inactives show at the top dose activity, negative = inhibition, most hits filed as inhibitors; 0.53% of 400,000 active; AID 588579; also: % is scaled to controls: 0 for no effect and ±100 for the full control effect
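Kinetic fluorescence screen: compound preincubated 15 min RT with 10 nM enzyme; 50 nM substrate (final) initiates; reads at 0/10 min.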
APE1 inh: APE1 (human) endonuclease inhibition; recombinant APE1, TAMRA/BHQ-2 abasic DNA cleavage fluorescence; AID 2517; 0.35% of 350,000 active; P27695; Potency, µM (top dose mostly 65.8 µM), inactives show top-dose activity change, negative = inhibition, actives largely listed as inhibitors;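 also: plate controls were vehicle for no effect and reference inhibitor for full effect; nearly all actives have a fitted effect of over 55% in size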
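Substrate: short duplex with […] THF abasic site, 5'-TAMRA and 3'-BHQ-2, 50 nM final. APE1 at 0.75 nM, preincubated 15 min RT with compound. Fluorescence increase from first to third read measured activity.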
POLI inh: blocks human DNA polymerase iota activity; Pol iota fluorescent replication assay, 10 min; Potency, µM (series often up to 115 µM), for the others: at the top dose activity, negative = inhibition, hits mostly inhibitors; 1% of 390,000 active; AID 588590
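Pol iota at 10 nM preincubated 15 min with compounds at room temperature; reaction started with fluorescent substrate, 50 nM final. Fluorescence read kinetically at 0 and 10 min; buffer-only wells as negative control.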
BLM helicase inh: Bloom syndrome helicase (human) inhibition | P54132 | recombinant BLM DNA unwinding, fluorescence dequenching | Potency, µM (series often up to 56.1 µM), for the others: at the highest dose activity change, negative = inhibition, most hits filed as inhibitors | 0.2% of 350,000 active;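 also: plate controls were vehicle for no effect and no enzyme for full effect; nearly all actives have a fitted effect of over 35% in size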
Target sequence (P54132 whole entry, looked up): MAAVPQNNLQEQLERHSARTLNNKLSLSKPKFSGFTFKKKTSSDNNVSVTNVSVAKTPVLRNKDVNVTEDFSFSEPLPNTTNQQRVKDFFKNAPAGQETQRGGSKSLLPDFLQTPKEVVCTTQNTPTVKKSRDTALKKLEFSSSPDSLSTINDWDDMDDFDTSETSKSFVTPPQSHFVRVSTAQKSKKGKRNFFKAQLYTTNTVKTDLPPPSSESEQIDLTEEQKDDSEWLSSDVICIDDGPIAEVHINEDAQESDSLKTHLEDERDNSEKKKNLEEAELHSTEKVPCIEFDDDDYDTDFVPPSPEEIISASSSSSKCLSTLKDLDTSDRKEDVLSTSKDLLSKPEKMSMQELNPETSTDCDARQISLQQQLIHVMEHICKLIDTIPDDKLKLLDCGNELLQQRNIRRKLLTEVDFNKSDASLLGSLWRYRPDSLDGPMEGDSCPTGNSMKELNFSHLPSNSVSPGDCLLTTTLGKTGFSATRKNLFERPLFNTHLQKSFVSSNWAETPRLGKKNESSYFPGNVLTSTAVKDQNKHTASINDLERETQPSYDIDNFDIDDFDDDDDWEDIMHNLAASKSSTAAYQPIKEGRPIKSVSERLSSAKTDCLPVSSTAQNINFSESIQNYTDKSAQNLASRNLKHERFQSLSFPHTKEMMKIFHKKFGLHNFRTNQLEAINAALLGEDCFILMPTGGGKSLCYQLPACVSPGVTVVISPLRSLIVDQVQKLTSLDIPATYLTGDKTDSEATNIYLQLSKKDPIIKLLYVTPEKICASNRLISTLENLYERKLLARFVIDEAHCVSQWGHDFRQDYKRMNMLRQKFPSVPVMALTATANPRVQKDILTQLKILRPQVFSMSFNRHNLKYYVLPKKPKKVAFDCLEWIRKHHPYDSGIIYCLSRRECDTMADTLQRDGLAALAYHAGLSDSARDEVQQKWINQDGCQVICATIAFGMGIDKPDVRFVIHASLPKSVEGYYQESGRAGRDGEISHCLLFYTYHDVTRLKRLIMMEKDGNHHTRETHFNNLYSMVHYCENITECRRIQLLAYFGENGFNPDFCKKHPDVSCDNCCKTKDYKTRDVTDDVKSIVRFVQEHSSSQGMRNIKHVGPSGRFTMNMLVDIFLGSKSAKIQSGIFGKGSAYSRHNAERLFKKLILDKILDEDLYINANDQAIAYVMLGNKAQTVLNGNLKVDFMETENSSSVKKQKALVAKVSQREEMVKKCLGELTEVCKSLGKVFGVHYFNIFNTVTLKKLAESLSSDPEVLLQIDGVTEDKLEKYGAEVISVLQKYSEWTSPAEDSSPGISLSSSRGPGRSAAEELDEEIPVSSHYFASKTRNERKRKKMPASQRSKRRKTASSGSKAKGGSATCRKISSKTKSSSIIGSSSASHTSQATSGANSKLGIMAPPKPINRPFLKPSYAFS
BAZ2B inh: blocks human BAZ2B. Q9UIF8. AlphaScreen BAZ2B-H3K14Ac peptide displacement. Potency, µM (series often up to 114 µM), for the others: top-dose activity change, negative = inhibition, hits mostly inhibitors. 4.4% of 360,000 active; also: % is scaled to controls: 0 for no effect and ±100 for the full control effect; nearly all actives have a fitted effect of over 60% in size
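Complex of BAZ2B and biotin-H3K14Ac (50 nM apiece) forms over 30 min at RT, then faces library compounds up to 110 uM for another 30 min; AlphaScreen beads added, 20 min dark incubation, luminescence read.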
G9a block: inhibitors of human histone lysine methyltransferase G9a; Q96KQ7; G9a H3K9 monomethylation, AlphaScreen, 2 h; Potency, µM (series often up to 102 µM), for inactives: at the highest dose activity, negative = inhibition, hits mostly inhibitors; 8.8% of 350,000 active; also: % is scaled to controls: 0 for no effect and ±100 for the full control effect; nearly all actives have a fitted effect of over 75% in size
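Readings reflect AlphaScreen signal from monomethyl-H3K9 antibody detection. HMT at 20 nM; substrate b-H3K9 500 nM; cofactor SAM 20 uM; 2 h RT reaction; compounds tested as titrations in qHTS with 15 min preincubation.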
* = called active by the depositor; u = inconclusive; x = no result given; & = joins results of further samples; [ ] = another dose, or the depositor's remark. Calls follow the shape of the dose curve; as a rule, active = well fitted curve in the direction sought with a large enough effect; inconclusive = small, poorly fitted or top-dose-only effect, or another doubt; inactive = no such curve, though single readings can be large; an effect the other way counts as inactive or inconclusive. Potency is read from the fitted curve at half-maximal effect.

| nr | canonical_smiles | BAZ2B inh | POLI inh | BLM helicase inh | G9a block | Pol beta inh |
| --- | --- | --- | --- | --- | --- | --- |
| 1 | CC(=O)N1CCCc2cc(S(=O)(=O)N3CCN(C4CCCCC4)CC3)ccc21 | 14% | 9% | -5% | u | 4% |
| 2 | O=C(O)C(Cc1c[nH]c2ccccc12)N1C(=O)C2C3c4ccccc4C(c4ccccc43)C2C1=O (configuration not stated) | u | 77%[activator] | -6% | 25µM* | 21% |
| 3 | CC1(C)CC(=O)C2=C(C1)OC(N)=C(C#N)C2c1cn(-c2ccccc2)nc1-c1ccc(F)cc1 (configuration not stated) | 2% | 6% | -7% | -22% | -29% |
| 4 | COc1ccc(CCN2CCCn3c2nc2c3c(=O)n(C)c(=O)n2C)cc1OC | -3% | 3% | 3% | -3% | 27% |
| 5 | COc1ccc(Br)c2c1C(=O)CC2 | 4% | 27% | 1% | 18%[2.33 µM] | -1% |
| 6 | CC(C)(C(=O)O)n1cncn1 | -34% | 99%[activator] | -4% | u | -12% |
| 7 | Cn1ccnc1Sc1ccc(/C=N/NC(=O)c2ccccc2[N+](=O)[O-])cc1[N+](=O)[O-] | -34% | 12% | -2% | x | 31% |
| 8 | COc1cc(S(=O)(=O)NC2CCCCC2C)ccc1F (configuration not stated) | 1% | 42%[activator] | -5% | 81%[activator] | 28% |
| 9 | Cc1cccc(Nc2nc(NCc3ccco3)nc(N3CCOCC3)n2)c1 | u | -6% | -8% | u | -2% |
| 10 | O=c1cc(-c2ccccc2)oc2cc(O)c(O)cc12 | x | x | 5% | u | x |
| 11 | COc1ccc(Oc2coc3c(CN4CCOCC4)c(O)ccc3c2=O)cc1 | -4% | 12% | 0% | 9%[12.7 µM] | 0% |
| 12 | CCCCNC(=O)CSc1nc2n[nH]c(C)c2c(=N)n1-c1cccc(C)c1 | 11% | -3% | -2% | 0%[59 µM] | -2% |

| nr | APE1 inh | POLK inh | Pol eta inh | Apoferritin bind |
| --- | --- | --- | --- | --- |
| 1 | -4% | 2% | 4% | 30% |
| 2 | 2% | 3% | -14% | -6% |
| 3 | -3% | -9% | -13% | -19% |
| 4 | 10% | 1% | -16% | -8% |
| 5 | -2% | -2% | 2% | -1% |
| 6 | -2% | -6% | -3% | 1% |
| 7 | -3% | -9% | -8% | -16% |
| 8 | -6% | -9% | -21% | u |
| 9 | 0% | -22% | -8% | 6% |
| 10 | u | 3.2µM* | x | 75%[activator] |
| 11 | 1% | -6% | 4% | 0% |
| 12 | x | -12%[60.1 µM] | 11% | -3% |

Entries listed above that bear a hit mark in POLK inh:
entry	Molecule	BAZ2B inh	POLI inh	BLM helicase inh	G9a block	APE1 inh	POLK inh	Pol eta inh	Apoferritin bind
10	O=c1cc(-c2ccccc2)oc2cc(O)c(O)cc12	x	x	5%	u	u	3.2µM*	x	75%[activator]

New compounds follow
| nr | canonical_smiles | BAZ2B inh | POLI inh | BLM helicase inh | G9a block | Pol beta inh |
| --- | --- | --- | --- | --- | --- | --- |
| 13 | Cc1ccc(-c2nc3c(cnn3-c3ccccc3)c(=O)n2-c2cccc(Cl)c2)cc1 | -13% | u | -9% | 3%[59 µM] | -26% |
| 14 | Cc1ccccc1C(C(=O)NCc1ccco1)N(CC1CCCO1)C(=O)Cn1nnc2ccccc21 (configuration not stated) | 32%[activator] | 3% | 1% | 23% | -22% |
| 15 | COc1ccc(CNC(=O)C2CCCCN2S(=O)(=O)c2ccc(F)cc2)cc1 (configuration not stated) | 1% | 3% | 3% | 2%[59 µM] | 0% |
| 16 | O=C(O)c1ccc(-c2ncc[nH]2)cc1 | 0% | 50%[activator] | -2% | -37% | 15% |
| 17 | Cc1ccc(S(=O)(=O)C(C)C(=O)c2ccc3c(c2)OCCO3)cc1 (configuration not stated) | 5% | 28% | 0% | 23% | 3% |
| 18 | Cc1ccc(-c2nc3cccnc3s2)cc1NS(=O)(=O)c1cccs1 | -3% | -16% | -4% | -33% | 0% |
| 19 | CCOC(=O)c1sc2ncnc(OC)c2c1C | 20% | -3% | 1% | u | 0% |
| 20 | COc1ccc(N(CC(=O)NCCSc2ccc(C)cc2)S(=O)(=O)c2ccccc2)c(OC)c1 | -21% | 2% | -11% | 6%[59 µM] | -1% |
| 21 | COc1ccccc1N1CCN(C(=O)c2cc(-c3cccc(Cl)c3)on2)CC1 | -19% | -1% | -4% | u | 1% |
| 22 | Cc1ccc2c(c1)N(CC(=O)N1CCC(C)CC1)C(=O)c1cccnc1O2 | -27% | 6% | -1% | -7% | 41% |
| 23 | COc1cc(OC)c2c(c1C(CCN1CCN(c3ccccc3)CC1)c1ccc(N(C)C)cc1)OC(=O)CC2c1ccc(N(C)C)cc1 (configuration not stated) | x | 28% | -4% | x | x |
| 24 | CC(Oc1ccc(Cl)cc1Cl)c1ccnc2nc(N3CCOCC3)nn12 (configuration not stated) | 1% | 15% | -8% | 39%[12.7 µM] | u |

| nr | APE1 inh | POLK inh | Pol eta inh | Apoferritin bind |
| --- | --- | --- | --- | --- |
| 13 | x | -8% | -8% | -16% |
| 14 | -1% | -17% | -8% | u |
| 15 | x | -7% | -13% | -15% |
| 16 | 0% | 3% | -9% | -1% |
| 17 | -1% | -8% | -17% | -12% |
| 18 | -6% | -9% | -9% | -17% |
| 19 | -4% | -12% | -7% | -14% |
| 20 | 16%[12.4 µM] | 4% | -17% | 50%[activator] |
| 21 | -1% | -6% | -17% | -13% |
| 22 | -9% | 1% | -7% | -5% |
| 23 | -4% | 14% | x | 12% |
| 24 | -2% | 0% | -23% | u |

Reformatted in markdown: part of the list above.
| no. | Compound | BAZ2B inh | POLI inh | BLM helicase inh | G9a block | Pol beta inh | APE1 inh | POLK inh | Pol eta inh | Apoferritin bind |
| --- | --- | --- | --- | --- | --- | --- | --- | --- | --- | --- |
| 1 | CC(=O)N1CCCc2cc(S(=O)(=O)N3CCN(C4CCCCC4)CC3)ccc21 | 14% | 9% | -5% | u | 4% | -4% | 2% | 4% | 30% |
| 2 | O=C(O)C(Cc1c[nH]c2ccccc12)N1C(=O)C2C3c4ccccc4C(c4ccccc43)C2C1=O (configuration not stated) | u | 77%[activator] | -6% | 25µM* | 21% | 2% | 3% | -14% | -6% |
| 3 | CC1(C)CC(=O)C2=C(C1)OC(N)=C(C#N)C2c1cn(-c2ccccc2)nc1-c1ccc(F)cc1 (configuration not stated) | 2% | 6% | -7% | -22% | -29% | -3% | -9% | -13% | -19% |

Remaining list, next part
| nr | canonical_smiles | BAZ2B inh | POLI inh | BLM helicase inh | G9a block | Pol beta inh |
| --- | --- | --- | --- | --- | --- | --- |
| 25 | Cc1ccc(OCCNc2cc(N3CCN(CCO)CC3)ccc2[N+](=O)[O-])cc1C | 32µM* | 8% | -16% | u | 17% |
| 26 | Cc1ccc(S(=O)(=O)CC(=O)N2CCN(c3ccc(F)cc3)CC2)cc1 | 1% | 22% | -1% | 53%[activator] | -2% |
| 27 | CCOC(=O)C1=C(C)NC(C)=C(C(=O)OCC)C1C(=O)OCC(=O)NC(C)C | -4% | 92%&8%[activator] | -2% | -4%[12.7 µM] | 2% |
| 28 | O=C(CSc1nc(-c2cccs2)nc2cc(=O)[nH]n12)Nc1ccccc1F | u | u | -3% | 28%[12.7 µM] | u |
| 29 | CC(NC(=O)COC(=O)c1ccc(N(C)C)cc1)c1ccccc1 (configuration not stated) | -13% | 53%[activator] | -3% | 2% | 26% |
| 30 | CCc1nnc(NC(=O)CSc2nnc3c4ccccc4n(C)c3n2)s1 | -5% | 8% | -2% | -37%[59 µM] | 0% |
| 31 | CCOC(=O)C(NC(=O)NC1CCCCC1)(c1ccccc1)C(F)(F)F (configuration not stated) | 12% | -5% | 1% | -37% | 1% |
| 32 | CC(c1cc2ccccc2s1)N(O)C(N)=O (configuration not stated) | 3% | x | 2%&-3% | -18%&4%[59 µM] | -1% |
| 33 | Cc1cc(C)nc(NCc2ccc(Cl)cc2)n1 | -13% | 157%[activator] | -1% | -1% | 0% |
| 34 | CCc1cc2c(=O)[nH]c(COC)nc2s1 | 5% | 88%[activator] | 0% | -1%[59 µM] | 23% |
| 35 | CCc1ccc(NC(=O)Cn2c(=O)n(CCC(=O)NCCc3ccc(OC)c(OC)c3)c(=O)c3ccccc32)cc1 | 5% | 6% | -12% | 2%[59 µM] | 35% |
| 36 | C=CCn1cc(-c2cccc(C(F)(F)F)c2)cc(C#N)c1=O | -21% | 13% | 2% | 13% | -1% |

| nr | APE1 inh | POLK inh | Pol eta inh | Apoferritin bind |
| --- | --- | --- | --- | --- |
| 25 | 23% | -17% | -22% | -22% |
| 26 | 32% | 5% | -8% | -8% |
| 27 | 4% | -12%&2% | -13%&-11% | 7% |
| 28 | -28% | -37% | 4% | -3% |
| 29 | 9% | -15% | -5% | u |
| 30 | 8% | 8% | 14% | -16% |
| 31 | -1% | -3% | -9% | -10% |
| 32 | -2%&-5% | 0%[60.1 µM] | x | 4%&-9% |
| 33 | 15% | -12% | -1% | u |
| 34 | 0% | -2% | 3% | -11% |
| 35 | x | 0% | 11% | -5% |
| 36 | -7% | -14% | -2% | -13% |

Other structures
| nr | canonical_smiles | BAZ2B inh | POLI inh | BLM helicase inh | G9a block | Pol beta inh |
| --- | --- | --- | --- | --- | --- | --- |
| 37 | O=[N+]([O-])c1ccc(NC(=S)N2CCN(S(=O)(=O)c3ccccc3)CC2)cc1 | -30% | 6% | -8% | 50µM* | -11% |
| 38 | Cc1cnc(C(=O)N2CCCC(N3CCN(c4cccc(C(F)(F)F)c4)CC3)C2)cn1 (configuration not stated) | -14% | 13% | -1% | -69% | 19% |
| 39 | Cc1nc(=O)c(-c2ccccc2)c(C)n1CCCCCC(=O)O | 8% | 8% | -1% | 17% | 33% |
| 40 | Cc1ccc(S(=O)(=O)NC(=O)NN2C[C@H]3CCC[C@@H]3C2)cc1 | x | x | 7%[21.4 µM] | 21%[21.5 µM] | x |
| 41 | CCC(=O)Nc1cccc2c1C(=O)N(C)C2=O | -8% | 2% | 5% | u | 12% |

| nr | APE1 inh | POLK inh | Pol eta inh | Apoferritin bind |
| --- | --- | --- | --- | --- |
| 37 | -12% | -10% | -3% | -17% |
| 38 | 9% | 1% | -18% | -16% |
| 39 | 22% | -14% | -1% | -10% |
| 40 | x | -7%[19.4 µM] | x | 7%[29.3 µM] |
| 41 | 8% | 4% | -7% | 13% |

Single entries from the results shown:
APE1 inh result of #39 stands at 22%
POLK inh result of #37 stands at -10%

Only part of the results is shown; rates above refer to the full screens.
